Bioassay records deposited in PubChem BioAssay by several laboratories.
STAT3 inh = STAT3 signaling inhibition | U3A cells, IL-6 STAT3-luciferase reporter, luminescence; host cell line lacks STAT1 | inhibition, % at 5.5 µM | 0.89% of 190,000 active | AID 862;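 active = inhibition above the mean inhibition across all screened compounds plus 3 SD, cut at about 44% in these data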;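 note: 0% = DMSO only wells and 100% = 100 µM nifuroxazide control wells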
STAT1 blocker = reduces IFN-gamma driven STAT1 reporter signal. NIH 3T3 STAT1-luciferase reporter, luminescence. inhibition, % at 5.5 µM. 0.35% of 200,000 active. AID 920;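 active = inhibition above a set limit, the mean inhibition across all tested compounds plus 3 SD, cut at about 34% in these data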;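 note: 0% = IFN-gamma with DMSO and 100% = IFN-gamma with 300 µM nifuroxazide; values of inactives mirror those of a sister screen read the other way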
Hsp70 act = Hsp70 transcriptional activation, primary screen. HeLa Hsp70 promoter luciferase reporter, luminescence; scaled: vehicle 0, proteasome-inhibitor control 100%. activation, % at 10 µM. 0.04% of 200,000 active. AID 1203;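 active = activation above the mean across all tested compounds plus 3 SD, cutoff set per campaign, cut at about 5.5% in these data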;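 note: 100% = MG132 at 30 µM as the positive control and 0% = DMSO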
Diaph inh CS = inhibits diaphorase or chemically oxidizes, flagging diaphorase assay artifacts; 0.69% of 190,000 active; diaphorase resazurin-to-resorufin fluorescence, NADH, 16 min; bacterial (C. kluyveri) enzyme, not human; inhibition, % at 20 µM;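 active = primary screen inhibition at 20 µM above a set limit, cut at about 50% in these data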;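 note: plate controls were DMSO with full reaction for no effect and wells lacking NADH for full effect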
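System: Bacterial diaphorase enzyme (C. kluyveri) | Incubation: 16-min room-temperature incubation before reading | Benchmarks: No-NADH positive control and DMSO neutral control | Measured by: Resorufin fluorescence 544/590 nm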
APP 5UTR inh = APP translation inhibition. SH-SY5Y APP 5'UTR-luciferase reporter, luminescence. inhibition, % at 2 µM. 0.82% of 190,000 active. AID 1285;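 active = inhibition above a set limit, derived from the sample mean plus 3 SD, cut at about 45% in these data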; note: values of inactives mirror those of a sister screen read the other way
Diaphorase act = diaphorase activation or chemical reduction counter-screen. Diaphorase/resazurin coupled assay, resorufin fluorescence, 16 min; stronger effect = higher value; 1 = vehicle wells, 0 = NADH-free wells. activation factor at 20 µM. 0.005% of 190,000 active. AID 1229;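 active = diaphorase activity raised at least twofold by the compound at 20 µM; inactive = activation factor below 2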
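Assay system: bacterial diaphorase enzyme (C. kluyveri) / Input: enzyme 0.07 U/mL final / Medium: 50 mM HEPES pH 7.4 with 4.542 mM MgCl2, 0.005% Tween 20 / Doses: single compound dose of 20 µM, 1% DMSO final / Incubation: 16 min enzyme reaction, ambient temperature / Signal: fluorescence, excitation 544 nm and emission 590 nm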
G6PDH CS = counter-screen for G6PDH assay hits: L. mesenteroides G6PDH inhibition; Purified L. mesenteroides G6PDH, diaphorase/resazurin coupled fluorescence, 45 min; inhibition, % at 5 µM; 0.12% of 200,000 active; in the data active = inhibition above about 50%
TLR4-MyD88 BLA = inhibitors of human TLR4-MyD88 binding. O00206+Q99836. HeLa CL3-4 TLR4/MyD88 BLA complementation, FRET ratio. 0.18% of 200,000 active. inhibition, % at 8.4 µM; in the data active = inhibition above about 25%;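 note: 0% = vehicle and 100% = reference inhibitor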
Target sequence (O00206 whole entry, looked up): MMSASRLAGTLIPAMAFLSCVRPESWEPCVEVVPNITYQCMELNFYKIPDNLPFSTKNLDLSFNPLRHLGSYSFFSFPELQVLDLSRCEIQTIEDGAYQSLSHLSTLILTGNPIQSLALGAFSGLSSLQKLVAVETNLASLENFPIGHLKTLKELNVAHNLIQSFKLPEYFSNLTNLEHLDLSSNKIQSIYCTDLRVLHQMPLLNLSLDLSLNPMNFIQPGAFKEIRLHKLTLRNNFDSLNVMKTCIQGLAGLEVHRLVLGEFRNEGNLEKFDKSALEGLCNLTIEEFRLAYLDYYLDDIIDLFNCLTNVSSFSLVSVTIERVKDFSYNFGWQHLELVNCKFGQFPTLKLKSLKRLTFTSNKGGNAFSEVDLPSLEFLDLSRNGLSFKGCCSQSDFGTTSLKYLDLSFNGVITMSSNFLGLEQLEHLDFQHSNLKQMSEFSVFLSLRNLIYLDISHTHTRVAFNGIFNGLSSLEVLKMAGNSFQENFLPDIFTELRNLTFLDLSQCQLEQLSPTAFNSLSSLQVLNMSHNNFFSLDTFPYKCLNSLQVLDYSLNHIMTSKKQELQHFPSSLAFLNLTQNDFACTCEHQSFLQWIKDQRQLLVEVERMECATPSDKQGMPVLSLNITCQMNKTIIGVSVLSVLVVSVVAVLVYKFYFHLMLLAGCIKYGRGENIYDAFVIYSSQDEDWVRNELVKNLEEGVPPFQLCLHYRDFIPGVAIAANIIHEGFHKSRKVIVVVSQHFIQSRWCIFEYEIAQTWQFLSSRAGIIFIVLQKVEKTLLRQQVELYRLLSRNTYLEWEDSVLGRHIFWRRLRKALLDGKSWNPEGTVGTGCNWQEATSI
Target sequence (Q99836 whole entry, looked up): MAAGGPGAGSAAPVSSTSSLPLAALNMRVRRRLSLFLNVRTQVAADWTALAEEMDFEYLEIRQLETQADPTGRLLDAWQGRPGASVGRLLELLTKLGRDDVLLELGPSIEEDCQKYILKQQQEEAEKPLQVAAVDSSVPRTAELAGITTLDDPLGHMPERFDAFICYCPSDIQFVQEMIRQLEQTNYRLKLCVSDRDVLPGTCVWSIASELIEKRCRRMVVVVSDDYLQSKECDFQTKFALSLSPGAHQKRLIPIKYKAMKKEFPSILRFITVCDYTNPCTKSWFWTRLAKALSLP
STAT3 act = increases IL-6 driven STAT3 reporter signal; AID 871; 0.91% of 190,000 active; U3A cells, IL-6 STAT3-luciferase reporter, luminescence; 100% = signal with IL-6 EC80 alone; activation (% of control), % at 5.6 µM;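 active = activation above the screen-wide mean of compound activation plus 3 SD, cut at about 130% in these data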;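 note: 0% = background luminescence of wells with medium and substrate only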
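Detection: reporter luminescence signal / Assay system: STAT1-lacking human U3A cells, STAT3 luciferase reporter / Incubation: compound pre-incubation 1 h before IL-6, then 6 h stimulation at 37 °C / Control set: IL-6-only high control / Read-out: % activation relative to IL-6 control / Probe or stimulus: Interleukin-6, 33 ng/mL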
STAT1 act = STAT1 signaling activation. NIH 3T3 STAT1-luciferase reporter, IFN-gamma, luminescence; 100% = IFN-gamma alone, no compound. 2.6% of 200,000 active. activation (% of control), % at 5.5 µM;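 active = activation above the screen-wide mean activation plus 3 SD, cut at about 130% in these data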;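 note: raw ratio to IFN-gamma control signal so 100% means no change and 0% no light; values of inactives mirror those of a sister screen read the other way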
Active calls of the source: *; . = no result given.

Order of values – STAT3 inh	STAT1 blocker	Hsp70 act	Diaph inh CS	APP 5UTR inh	Diaphorase act	G6PDH CS	TLR4-MyD88 BLA	STAT3 act	STAT1 act
CCCCCCn1c(CN2CCN(C)CC2)nc2c1c(=O)n(C)c(=O)n2C
→ -2	0	0.1	-2	-26	1	10	-11	102	101
CC(=O)/C(=N/Nc1cccc(C)c1)N1CCOCC1
→ 0	3	-0.5	14	23	0.9	2	1	100	97
COc1cc(NC(=O)C2CCN(S(=O)(=O)c3cnc[nH]3)CC2)cc(OC)c1OC
→ 10	-1	0.1	10	4	0.9	10	2	97	101
COc1cc(/C=C/C(=O)c2ccc(C)cc2)ccc1OCC#N
→ 6	-6	0.0	11	-4	0.9	12	10	96	105
Cc1cc([N+](=O)[O-])nn1CC(=O)NCCc1c[nH]c2ccccc12
→ -4	-11	-0.3	12	-15	0.9	-2	0	104	109
Cc1cc(-c2csc(NC(=O)c3ccc(C#N)cc3)n2)c(C)n1Cc1ccccc1
→ -1	8	-0.4	26	-6	0.7	-31	4	97	93
Cc1cc(NC(=O)CSc2nc(C3CC3)nc3sc4c(c23)CCC(C)C4)no1 (configuration not stated)
→ 1	-1	0.0	.	-28	.	.	-13	103	101
CSc1nc2ncc3c(n2n1)CC(C)(C)CC3=O
→ -2	7	-0.2	19	-4	0.8	12	7	112	92
CCCc1cc(=O)oc2cc(OCC(=O)N3CCc4ccccc43)ccc12
→ 0	3	-0.1	10	-4	0.9	3	-13	104	97
O=C(NCc1ccco1)c1nc(-c2ccccc2)n(-c2ccccc2)n1
→ -3	6	-0.2	15	-6	0.9	-1	1	106	95
COc1ccc(C(CC(=O)O)NC(=O)c2ccco2)cc1OC (configuration not stated)
→ 0	0	-0.4	19	-3	0.8	1	7	103	100
Cc1nn(C)cc1/C=N/NC(=O)C1(O)c2ccccc2-c2ccccc21
→ -1	6	-0.1	4	12	1	-1	-10	98	95
CCCc1cc(=O)[nH]c(SCc2ccccc2)n1
→ 6	13	-0.3	8	-8	0.9	6	-23	96	88
Cc1ccc(NC(=S)NNC(=S)NC2CCCCC2)cc1
→ 16	-12	-0.1	-4	2	1	8	4	90	110
Cn1cccc1/C=C1\SC(=S)N(NC(=O)c2ccc(Cl)cc2)C1=O
→ -3	-5	-0.1	19	8	0.8	2	-1	100	104
CCCC(=O)Nc1ccc(C(=O)O)cc1NC(=O)CCC
→ -1	-6	0.1	20	-3	0.8	-3	0	105	105
O=C(CN1C(=O)C2CCCCC2C1=O)N1CCN(c2ccccc2)CC1 (configuration not stated)
→ 3	-6	-0.1	2	11	1	5	5	99	106
CN(C)CCN1CC(C(=O)O)CC1=O (configuration not stated)
→ -3	-10	0.3	16	-13	0.8	15	-10	105	109
O=C(CSCc1ccc(Cl)cc1)N/N=C/c1c(Cl)cccc1Cl
→ -7	12	0.0	9	4	0.9	-6	2	105	89
Cc1[nH]n(-c2ccc([N+](=O)[O-])cc2)c(=O)c1C=NCCN1CCN(C(=O)c2ccccc2)CC1
→ 3	3	-0.5	6	6	0.9	6	-13	103	97
Nc1c(N=Nc2cccc(Cl)c2)c(=O)[nH]n1-c1ccccc1
→ 25	-11	-0.5	12	5	0.9	0	2	83	110
COc1cccc(/C=C/C(=O)OCC(=O)NCCc2ccccc2)c1
→ 12	4	-0.3	10	4	0.9	0	-8	90	96
Cc1csc(NC(=O)CCC(=O)c2cccs2)n1
→ -3	-18	0.0	15	-17	0.9	3	11	103	115
COC(=O)c1cccc(NC(=O)c2cnoc2C)c1
→ 16	8	-0.3	16	9	0.8	1	-12	89	89
O=C(Nc1ccc(F)cc1)N1CCN(c2ccc(F)cc2)CC1
→ 24	3	-0.3	15	8	0.9	7	-4	83	95
CS(=O)(=O)N(CC(=O)NCc1ccncc1)c1cc(Cl)ccc1Cl
→ 3	5	-0.4	9	14	0.9	3	-3	102	94
O=C(COC(=O)c1ccc(Cl)cc1O)Nc1cccnc1Cl
→ 6	-1	-0.5	4	1	1	2	-6	100	101
CC(=O)Nc1ccc(C(=O)CSc2nnc(-c3ccc(O)cc3)n2CC2CCCO2)cc1 (configuration not stated)
→ 3	5	-0.1	11	4	0.9	-6	-3	101	95
O=C(Nc1ccc(N2CCOCC2)cc1)c1cccc(S(=O)(=O)N2CCCC2)c1
→ 14	-5	-0.5	18	10	0.8	0	-4	92	104
CCC(C)(C)C1CCC(=NNc2nc3ccccc3[nH]2)CC1 (configuration not stated)
→ -14	-25	-0.3	4	-44	1	2	-10	113	123
Cc1ccc(-c2csc3ncnc(-n4nc(C)cc4N)c23)cc1
→ 8	8	-0.7	24	-5	0.8	13	14	98	93
O=C(COC(=O)c1ccccc1Oc1ccccc1)NCc1ccco1
→ -3	1	-0.1	25	-13	0.8	2	12	108	100
COCCn1c(SCC(=O)Nc2ccc3c(c2)OCCO3)nc2c(c1=O)SC(C)C2 (configuration not stated)
→ -6	-5	0.0	3	6	1	8	6	105	106
CCn1c(SCC(=O)Nc2c(C)n(C)n(-c3ccccc3)c2=O)nnc1-c1cccc(C)c1
→ 12	-6	-0.2	19	-7	0.8	7	3	93	106
CCOc1ccc(Nc2nc3ccccc3n3nnnc23)cc1
→ 25	-15	-0.1	-8	-50	1.1	6	12	86	113
COc1ccc(OC)c(N(CC(=O)NCc2cccnc2)S(C)(=O)=O)c1
→ 0	-2	-0.5	6	0	0.9	18	-9	101	102
C/C(N)=C(/C#N)C(=O)CSc1nc2cc(Cl)ccc2c(=O)n1-c1ccc(C)cc1
→ 4	5	-0.2	1	12	1	-36	-7	99	95
Cc1cccc(S(=O)(=O)Nc2ccc3c(c2)OCCO3)c1
→ 7	0	0.0	5	6	0.9	10	-6	98	99
CCCCCCCCNC(=O)C(CCC(=O)OCc1ccccc1)NC(C)=O (configuration not stated)
→ -8	5	-0.5	7	-2	0.9	7	9	107	93
CCCCCn1c(=O)c(C(=O)OCC)c(O)c2ccccc21
→ 2	8	-0.1	12	-1	0.9	12	8	104	94
Cc1ccc(S(=O)(=O)Nc2ccc(N3CCOCC3)cc2)cc1
→ 2	-3	-0.3	8	7	0.9	1	-1	103	103
Cc1[nH]c2ccccc2c1C(=O)CSC(=S)N(C)C1CCCCC1
→ 8	-7	-0.2	22	-12	0.8	0	-3	96	106
COC(=O)c1ccc(/C=N/NC(=O)CC(=O)NCC(C)C)cc1
→ 18	2	0.0	10	.	0.9	15	8	90	99
NC(N)=Nc1nc2cc([N+](=O)[O-])ccc2o1
→ 10	-10	-0.2	12	-10	0.9	10	1	96	107
N#CCSc1ncnc2c1cnn2CCO
→ 0	-1	-0.2	7	-11	0.9	-2	-1	106	101
Cc1nnc2ccc(-c3ccc(NS(C)(=O)=O)cc3)nn12
→ 16	17	-0.1	16	5	0.8	2	-21	94	85
Clc1ccc(Cl)c2sc(N3CCCC3)nc12
→ 19	5	-0.4	-5	-8	1.1	8	5	90	95
COc1cccc(/C=N/NC(=O)CCNc2n[nH]c(=O)[nH]c2=O)c1OC
→ 14	0	-0.1	3	5	1	8	10	93	99
CC1Cn2c(nc3c2c(=O)[nH]c(=O)n3C)O1 (configuration not stated)
→ 3	-8	-0.2	10	-14	0.9	13	-14	99	108
COc1cc2c(cc1OC)C(c1ccccc1)N(C(=O)c1ccco1)CC2 (configuration not stated)
→ .	.	.	18	-2	0.8	11	.	.	.
CCOC(=O)C1CCN(c2cc(=O)n(-c3ccc(OC)cc3)c(=O)[nH]2)CC1
→ -3	13	-0.1	10	-20	0.9	-1	-9	111	88
Cc1cc(N2CCN(C(=O)c3ccco3)CC2)n2nc(C)nc2n1
→ -6	2	-0.1	1	-19	1	16	0	105	98
Cc1ccccc1NC(=O)c1cc(S(=O)(=O)N2CCOCC2)ccc1F
→ 11	-1	-0.2	6	-12	0.9	2	-3	96	100
CCn1c(Cc2ccccc2)nnc1SCC(=O)Nc1nc(C)cs1
→ 2	4	-0.4	5	12	1	3	4	99	97
O=C(NCCCn1ccnc1)c1csc2ccccc12
→ 4	14	0.4	8	8	0.9	-1	-7	99	87
CC(C)N1CCN(Cc2cccn2-c2ccccn2)CC1CCO (configuration not stated)
→ 0	-8	0.1	15	4	0.9	2	7	104	106
Cc1ccc(-n2c(Cc3cccn3C)nnc2SCC(=O)NCc2ccc3c(c2)OCO3)cc1
→ 0	9	0.0	17	-10	0.8	-34	3	101	92
O=C1CCCC2=C1C1(CCCC1)N=C(Nc1nc3ccccc3s1)N2
→ 32	3	-0.3	1	-2	1	5	-11	76	97
O=c1[nH]c(CN2CCN(S(=O)(=O)c3cccs3)CC2)nc2c(Br)cc(Br)cc12
→ 5	-6	0.6	3	-13	1	0	-10	103	104
O=C(CN1C(=O)NC2(CCc3ccccc3C2)C1=O)Nc1ccc(Cl)cc1F (configuration not stated)
→ -1	-3	0.0	8	-2	0.9	4	5	103	103

The list goes on:
Order of values – STAT3 inh	STAT1 blocker	Hsp70 act	Diaph inh CS	APP 5UTR inh	Diaphorase act	G6PDH CS	TLR4-MyD88 BLA	STAT3 act	STAT1 act
O=C(O)CCC(=O)NNc1ncnc2ccccc12
→ -18	-12	0.1	-3	-16	1	9	12	124	110
Cc1nc(N2CCOCC2)[nH]c(=O)c1C
→ 3	-2	0.1	-2	12	1	1	2	100	100
COc1ccccc1CNC(=O)C(C)NS(=O)(=O)c1ccc(C)cc1 (configuration not stated)
→ -6	-8	-0.3	2	-12	1	10	9	107	108
COc1cccc(NC(=O)N2CCN(c3nnnn3-c3ccccc3)CC2)c1
→ 6	7	-0.2	16	-2	0.8	10	-2	102	92
COc1ccccc1CNC(=O)C1CCN(c2nc3ccccc3o2)CC1
→ 7	5	-0.4	12	-19	0.9	2	9	96	95
O=c1c2ccccc2c(-c2ccccc2)nn1Cc1ccccc1
→ -6	9	-0.3	16	-1	0.8	2	-8	106	92
Cc1ccc(CNC(=O)COC(=O)c2ccc(Cl)c(N)c2)cc1
→ -3	1	-0.1	11	8	0.9	8	1	106	99
COC(=O)Cn1c(=O)c2c(nc(Br)n2Cc2ccccc2Cl)n(C)c1=O
→ 3	8	-0.4	12	-7	0.9	4	5	100	93
CC1CC(NC(=O)c2ncn[nH]2)CC(C)(C)C1 (configuration not stated)
→ -2	7	0.4	-8	7	1.1	3	1	106	93
O=C(CCOc1ccccc1)Nc1ccc([N+](=O)[O-])cc1
→ 8	1	0.3	-2	2	1	-3	-8	97	100

Compounds were not picked by outcome, and some 6.1% of all compounds hit somewhere here.
